Screens: PubChem, National Center for Advancing Translational Sciences (NCATS)
Tb PFK inh: T. brucei PFK enzyme inhibition; T. brucei PFK, ADP-Glo luminescence; Potency, µM (highest dose often 57.5 µM), for inactives: at the top dose activity, negative = inhibition, usual class: inhibitors; O15648; AID 485367; 330,000 compounds, 0.17% hits;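 note: potency is the fitted concentration of half-maximal effect; 0% = uninhibited 1x PFK enzyme wells and -100% = no-enzyme wells; nearly all actives have a fitted effect of over 60% in size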
Target sequence (O15648 whole entry, looked up): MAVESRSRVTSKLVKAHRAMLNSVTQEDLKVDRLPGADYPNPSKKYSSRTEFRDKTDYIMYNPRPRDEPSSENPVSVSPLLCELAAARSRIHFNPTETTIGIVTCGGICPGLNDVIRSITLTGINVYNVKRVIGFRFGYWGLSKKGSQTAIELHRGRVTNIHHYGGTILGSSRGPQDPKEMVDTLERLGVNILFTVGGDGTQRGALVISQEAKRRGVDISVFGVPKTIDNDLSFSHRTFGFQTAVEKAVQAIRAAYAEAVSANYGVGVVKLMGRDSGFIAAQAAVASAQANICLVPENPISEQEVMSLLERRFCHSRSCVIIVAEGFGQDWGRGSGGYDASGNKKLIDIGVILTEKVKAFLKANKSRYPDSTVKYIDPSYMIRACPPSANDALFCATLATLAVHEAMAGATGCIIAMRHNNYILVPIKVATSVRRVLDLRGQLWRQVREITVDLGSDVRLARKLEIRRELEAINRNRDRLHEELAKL
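Activity is normalized to no-enzyme wells (full inhibition) and 1.25 nM enzyme wells (no inhibition). Reaction: 0.5 mM F6P, 0.1 mM ATP, 45 min RT, ADP-Glo luminescence; concentration-response curves fitted and classed by quality.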
ELG1 DNA repair: blocks ELG1-dependent DNA repair in HEK293T cells; AID 504467; HEK293T ELG1-luciferase reporter, luminescence, 16 h; DNA damage induced by 5-fluorouridine; 330,000 compounds, 2.3% hits; Potency, µM (titrated, usually from 46.1 µM), for the others: top-dose activity change, negative = inhibition, usual class: inhibitors; note: potency is the fitted concentration of half-maximal effect; % is set by controls: 0 for no effect and ±100 for the full control effect; nearly all actives have a fitted effect of over 55% in size
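Overnight (16 hr) co-exposure of 2,000 cells/well to 5-fluorouridine and compound at 37 °C preceded detection. Luciferase was quantified via ONE-Glo luminescence; loss of signal denotes inhibition.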
p53 reactivator: mutant p53 re-activation in reporter cells | H1299 p53-A138V BP100-luciferase reporter, luminescence, 24 h | Potency, µM (highest dose often 92.2 µM), inactives show top-dose activity change, positive = activation, actives largely listed as activators | 320,000 compounds, 0.063% hits | AID 504706; note: potency is the fitted concentration of half-maximal effect; % of control where 0% means no effect; nearly all actives have a fitted effect of over 45% in size
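p53-null H1299 cells stably carrying temperature-sensitive p53-A138V and a BP100-luciferase reporter were pinned with compounds (4-point, 1:5 series) and held 24 hrs at 37 deg C. Luminescence was read 10 min after detection reagent.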
NPC1 prom act: activates the NPC1 promoter; Huh7 NPC1 promoter luciferase reporter, 24 h; Potency, µM (top dose mostly 9.22 µM), for the others: top-dose activation, actives largely listed as activators; 320,000 compounds, 2.4% hits;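 note: potency is the fitted concentration of half-maximal effect; % of control where 0% means no effect; nearly all actives have a fitted effect of over 60% in size; reporter is driven by a mutant NPC1 promoter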
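NPC1 promoter–luciferase Huh7 cells; 24 h compound; luminescence.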
ELG1 genotoxic: genotoxicity induction in ELG1-luciferase HEK293T cells; HEK293T ELG1-luciferase reporter, luminescence, 16 h; Potency, µM (highest dose often 46 µM), inactives show at the highest dose activity change, positive = activation, hits mostly activators; 330,000 compounds, 1.3% hits; AID 504466; note: potency is the fitted concentration of half-maximal effect; % of control where 0% means no effect; nearly all actives have a fitted effect of over 60% in size
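16 hr compound incubation (37 °C, 5% CO2) of HEK293T cells carrying luciferase-tagged ELG1; luciferase then measured by ONE-Glo luminescence after 30 min at RT.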
TRPV1 agonist: human TRPV1 agonism; TRPV1-expressing cells, Fluo-8 calcium influx, agonist mode; activation, % at 8.33 µM; Q8NER1; 320,000 compounds, 0.19% hits; AID 540275; in the data active = activation above about 80%; inconclusive = between about 30% and that limit; note: 0% is about no effect
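Fluo-8 calcium influx in TRPV1-expressing cells, kinetic read (ex 480/em 520 nm). Compound added and read 3 min for agonist activity, followed by capsaicin at EC20 final and 2 min further read for enhancement.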
VP16 counter: Gal4-VP16 reporter inhibition counter-screen; Drosophila S2 Gal4-VP16 UAS-luciferase, luminescence, 20 h; Potency, µM (series often up to 53.6 µM), without a hit: top-dose activity, negative = inhibition, actives largely listed as inhibitors; 310,000 compounds, 3.5% hits; AID 2546;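 note: Gal4-VP16 expression switched on by copper sulfate through the metallothionein promoter; potency is the fitted concentration of half-maximal effect; % is set by controls: 0 for no effect and ±100 for the full control effect; nearly all actives have a fitted effect of over 50% in size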
RORgamma inh: ROR gamma (mouse) transcription inhibition; Drosophila S2 Gal4-RORgamma UAS-luciferase reporter, 20 h; Potency, µM (titrated, usually from 53.6 µM), without a hit: top-dose activity change, negative = inhibition, actives largely listed as inhibitors; 310,000 compounds, 5.4% hits; AID 2551; note: potency is the fitted concentration of half-maximal effect; % is set by controls: 0 for no effect and ±100 for the full control effect; nearly all actives have a fitted effect of over 60% in size
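Stably transfected Drosophila Schneider cells are the test system, with ROR gamma fused to Gal4 and luciferase under UAS control; luminescence is read after 20 hr of 700 uM copper sulfate induction at ambient temperature.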
BRCA1 expr act: increases BRCA1 expression; Potency, µM (titrated, usually from 46.1 µM), for the others: top-dose activation, usual class: activators; MCF7-BRCA1-FFLuc reporter, luminescence, 48 h; response scale: scaled: vehicle 0%, 10 µM genistein 100%; AID 624202; 380,000 compounds, 1.1% hits; note: potency is the fitted concentration of half-maximal effect; nearly all actives have a fitted effect of over 80% in size; some results filed as inactive show a strong effect at the top dose
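MCF7 cells carrying a BRCA1-firefly luciferase reporter (2000 cells/well, phenol-red free MEM) were attached for 2 h at 37 °C, then given compounds for 48 h. Luminescence was read 15 min after luciferase reagent; activity normalized to genistein (10 microM) and DMSO.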
Rab9 prom act: activates the Rab9 promoter; Huh7 Rab9 promoter-luciferase reporter, luminescence, 24 h; Potency, µM (series often up to 9.22 µM), without a hit: at the top dose activation, negative = inhibition, usual class: activators; 320,000 compounds, 2.8% hits; AID 485297; note: potency is the fitted concentration of half-maximal effect; % of control where 0% means no effect; nearly all actives have a fitted effect of over 60% in size
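Huh7 reporter line, Rab9 promoter upstream of luciferase. Compound exposure 24 h at 37 °C in reduced-serum medium with 10% FBS. Read-out: luminescence.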
FLuc counter: firefly luciferase modulation, counter-screen for miR-21 project; purified FLuc, Km substrates, luminescence inhibition; AID 588342; P08659; 360,000 compounds, 6.9% hits; Potency, µM (series often up to 57.5 µM), without a hit: at the highest dose activity change, negative = inhibition, most hits filed as inhibitors;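 note: potency is the fitted concentration of half-maximal effect; plate controls were vehicle for no effect and reference inhibitor for full effect; nearly all actives have a fitted effect of over 55% in size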
Target sequence (P08659 whole entry, looked up): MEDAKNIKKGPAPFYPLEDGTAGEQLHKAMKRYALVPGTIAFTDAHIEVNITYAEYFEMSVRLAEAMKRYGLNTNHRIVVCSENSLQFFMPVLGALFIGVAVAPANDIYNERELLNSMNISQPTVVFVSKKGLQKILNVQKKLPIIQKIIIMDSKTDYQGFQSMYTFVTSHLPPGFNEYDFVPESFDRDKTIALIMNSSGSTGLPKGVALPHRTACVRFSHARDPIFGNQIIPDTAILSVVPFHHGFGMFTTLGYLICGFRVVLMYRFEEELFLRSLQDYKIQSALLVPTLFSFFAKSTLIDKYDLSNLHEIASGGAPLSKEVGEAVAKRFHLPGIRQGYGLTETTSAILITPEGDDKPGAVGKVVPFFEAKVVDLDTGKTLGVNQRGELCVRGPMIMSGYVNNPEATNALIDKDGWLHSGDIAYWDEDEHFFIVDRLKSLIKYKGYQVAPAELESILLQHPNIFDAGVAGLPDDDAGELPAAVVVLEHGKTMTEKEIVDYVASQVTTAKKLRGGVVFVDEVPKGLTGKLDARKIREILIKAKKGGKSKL
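Purified P. pyralis luciferase, 10 nM final, with Km-level 10 uM D-luciferin and 10 uM ATP in 50 mM Tris acetate pH 7.5, 10 mM Mg acetate, 0.01% Tween-20, 0.05% BSA; 6-point qHTS titration about 60 µM downward; luminescence read.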
* marks the source's active call; other numbers are inactive results; ? = inconclusive; nt = not tested or not shown; & = joins results of further samples; [ ] = dose if it differs, or a comment. Unless noted, calls come from the whole dose curve; as a rule, active = well fitted curve in the direction sought with a large enough effect; inconclusive = small, poorly fitted or top-dose-only effect, or another doubt; inactive = no such curve, though single readings can be large; an effect the other way counts as inactive or inconclusive.

SMILES	Tb PFK inh	ELG1 DNA repair	p53 reactivator	NPC1 prom act	ELG1 genotoxic	TRPV1 agonist	VP16 counter	RORgamma inh	BRCA1 expr act	Rab9 prom act	FLuc counter
CC1(C)CC(=O)C/C(=N\NC(=O)CCc2ccc(S(=O)(=O)N3CCOCC3)cc2)C1	9%	3%	-3%	1%	0%	0	-5%	-17%	-12%	-1%	0%
O=C(COC(=O)c1cc(S(=O)(=O)N2CCCCC2)ccc1N1CCOCC1)NC1CCS(=O)(=O)C1 (stereo not given)	9%	2%	-1%	-4%	1%	0	-1%	32%	-22%	-6%	0%
O=C(CSc1ncnc2c1nnn2Cc1ccccc1F)N1CCN(c2ccccc2)CC1	2%	-26%	10%	0%	-3%	-5	-1%	30%	-31%	-2%	1%
COc1ccc(O)c(/C=N/NC(=O)c2ccc(OCc3cccc(Br)c3)cc2)c1	3%	3.7µM*	-2%	-31%[inhibitor]	-5%	0	4.5µM*	5µM*	-90%	-41%[inhibitor]	-1%
CN(Cc1cccc2cnccc12)C(=O)CCc1nnc(CCc2ccccc2)o1	0%	13%	3%	10%	-1%	-3	20µM*	?	?	13%	?
C/C(=N\NC(=O)c1c([N+](=O)[O-])c(C)nn1C)c1ccc(NC(=O)C2CCCC2)cc1	-3%	?	-20%	-8%	?	-3	-3%	-19%	-8%	-1%	0%
N#Cc1ccc(CN2CCN(CC(=O)NCCc3ccc(Cl)cc3Cl)CC2)cc1	1%	-18%	-3%	-8%	-13%	-2	2%	1%	-37%	-7%	1%
Cc1ccc(NC(=O)CSCC(=O)N2CCOCC2)cc1	3%	1%	4%	0%	-1%	0	4%	-7%	-1%	-4%	6%
CCC(=O)N1CCN(c2nc(-c3ccc(Cl)cc3)cs2)CC1	1%	2%	-1%	2%	4%	?	?	?	31%	1%	27µM*
CCc1ccc(NC(=O)COc2coc(CN3CCN(c4ccccc4)CC3)cc2=O)cc1	0%	-3%	-1%	-6%	2%	1	nt	nt	4%	-10%	5%
O=C1CN(C(=O)c2cc3ccccc3oc2=O)C(c2ccc(F)cc2)c2cc(F)ccc2N1 (stereo not given)	2%	-1%	0%	1%	0%	-2	-6%	1%	-2%	-8%	0%
COc1ccc(-n2ccnc2SCC(=O)Nc2ccccc2)cc1	1%	-21%	-7%	3%	-7%	4	-4%	-1%	-15%	-3%	2%

Laid out differently: results already given
canonical_smiles | Tb PFK inh | ELG1 DNA repair | p53 reactivator | NPC1 prom act | ELG1 genotoxic | TRPV1 agonist | VP16 counter | RORgamma inh | BRCA1 expr act | Rab9 prom act | FLuc counter
N#Cc1ccc(CN2CCN(CC(=O)NCCc3ccc(Cl)cc3Cl)CC2)cc1 | 1% | -18% | -3% | -8% | -13% | -2 | 2% | 1% | -37% | -7% | 1%
Cc1ccc(NC(=O)CSCC(=O)N2CCOCC2)cc1 | 3% | 1% | 4% | 0% | -1% | 0 | 4% | -7% | -1% | -4% | 6%

Later entries.
SMILES	Tb PFK inh	ELG1 DNA repair	p53 reactivator	NPC1 prom act	ELG1 genotoxic	TRPV1 agonist	VP16 counter	RORgamma inh	BRCA1 expr act	Rab9 prom act	FLuc counter
COc1ccc(OC)c(NC(=O)CSc2n[nH]c(-c3cccnc3)n2)c1	-3%	-5%	-1%	1%	0%	-1	-11%	3%	-8%	0%	4%
CCOCC(=O)Nc1ccc([N+](=O)[O-])cc1C	-1%	?	1%	-4%	-3%	-6	-1%	20%	9%	3%	2%
COc1ccccc1N1CCN(S(=O)(=O)Cc2ccccc2Cl)CC1	nt	nt	nt	nt	nt	8	-3%	-3%	-3%	nt	4%
CCOn1c(=O)c(-c2cc3ccccc3o2)[n+]([O-])c2ccccc21	7%	?	?	3.5µM*	?	1	13%	21%	5%	2.8µM*	?
ClC(Cl)(Cl)c1nc2ccccc2n2nncc12	5%	?	-14%	-19%	13%	-2	-1%	?	-72%	-12%	6%
O=C(NC(=S)N1CCN(Cc2ccc3c(c2)OCO3)CC1)c1cccc(Br)c1	-2%	-22%	-1%	2%	-5%	7	0.63µM*	0.56µM*	-37%	1%	0%
CN(C)C1NC(=O)c2cc(-c3ccccc3)sc2N1 (stereo not given)	2%	?	?	?	12%	1	2%	-6%	87%	?	?
Cc1cc(Cn2nnc(-c3ccc(Br)cc3)n2)cc(C)c1O	-3%	?	3%	-3%	0%	1	nt	nt	-36%	-4%	1%
O=C(Cn1cc(C(F)(F)F)ccc1=O)Nc1cc(S(=O)(=O)N2CCOCC2)ccc1Cl	5%	?	-4%	12%	-2%	-4	-2%	29%	12%	2%	4%
CC1CN(CC(=O)Nc2cccc(C(=O)Nc3cccc(C(F)(F)F)c3)c2)CC(C)O1 (stereo not given)	-15%	?	0%	-2%	-8%	-1	-2%	13%	-23%	-7%	-11%
CCN(C(=O)CCc1nc(-c2ccc(OC)cc2)no1)c1cc(OC)ccc1OC	-6%	16µM*	1%	1%	-11%	0	-1%	0%	-47%	-9%	-6%
Cc1cc(Nc2cccc(F)c2)n2nc(C)nc2n1	-4%	-1%	-11%	1%	-2%	3	-1%	11%	0%	1%	3%
COC(=O)C1=C(C)N(Cc2ccccc2)C(=NCC(C)C)N[C@H]1c1ccccc1	1%&2%	?	nt	-4%&-1%	-8%	0&2	-6%&0%	1%&54%	-46%	-2%&0%	2%&5%
Oc1ccc(/C=N/NC2=NCCCCC2)cc1	1%	2%	0%	-3%	5%	-4	-4%	-2%	28%	1%	-21%
Cc1cccc(NC2=NC(=S)N(CC#N)C23CCCCC3)c1	1%	5%	8%	0%	-3%	1	?	11µM*	-6%	-1%	3%
CC(C)(C)n1ncc2c(=O)n(CC(=O)NC3CCCCC3)cnc21	10%	?	?	?	?	-6	?	?	102%	?	?
CCOC(=O)c1ccc(NC(=O)CN2C(=O)CSCC2=O)cc1	13%	21%	23%	1%	6%	4	22%	?	10%	6%	15µM*
c1coc(-c2cc(C3CCNCC3)[nH]n2)c1	-5%	-6%	-1%	-8%	-2%	3	-2%	-7%	-5%	1%	3%
CCCN(C(=O)CCSc1ccc(F)cc1)c1c(N)n(Cc2ccccc2)c(=O)[nH]c1=O	-3%	-2%	-4%	-1%	-2%	0	-14%	15%	0%	0%	2%
Cc1cc(C)cc(N2CN=C3SCC(=O)N3C2)c1	-3%	-5%	-6%	0%	1%	-1	-1%	15%	-15%	-3%	-1%
COc1ccc(C(=O)NC2CCCc3c2cnn3-c2cccc(C)c2C)c(OC)n1 (stereo not given)	-1%	-4%	-12%	-18%	-20%	17	13µM*	?	-52%	-20%	5%
CCN(Cc1ccccc1)C(=O)CCNS(=O)(=O)c1cc(Br)cnc1N	-5%	-9%	-6%	-3%	-6%	-4	-3%	15%	-28%	-4%	0%
Cc1ccccc1Nc1nc(N)nc(-c2oc3ccccc3c2C)n1	0%	?	15%	?	?	nt	9%	30%	?	2.2µM*	21µM*
Cn1nc(C(=O)NNC(=O)c2ccccc2Br)c2ccccc2c1=O	-1%	13%	0%	0%	-1%	-1	nt	nt	-15%	1%	0%
CCOc1ccc(NC(=S)Nc2ccc(OC(F)(F)F)cc2)cc1	-3%	-1%	9%	1%	-1%	2	?	?	-6%	2%	0%
COc1cccc(N2CCN(c3ncnc4c3[nH]c3ccc(F)cc34)CC2C)c1 (stereo not given)	-2%	?	-11%	-29%	-5%	14	7.1µM*	?	-83%	-29%	0%
COc1cccc(NS(=O)(=O)c2ccc3[nH]cc(C(=O)NCCN4CCOCC4)c(=O)c3c2)c1	0%	-3%	-15%	-1%	3%	0	-11%	20%	3%	-10%	2%
O=C(CS(=O)(=O)c1ccc(F)cc1)Nc1nnc(-c2ccccc2Cl)o1	20%	?	2%	1%	2%	-2	nt	nt	-10%	-5%	3%
CN1CCN(c2ccc(C(CC(N)=O)NC(=O)Cc3cccc4ccccc34)cc2[N+](=O)[O-])CC1 (stereo not given)	-2%	10%	8%	0%	1%	-7	-5%	-5%	9%	2%	-1%
Cn1c(=O)c2c(nc(N3CCCCCC3)n2CC(O)COc2ccccc2)n(C)c1=O (stereo not given)	-8%	?	4%	3%	-6%	nt	-5%	19%	-10%	1%	-3%
Cc1ccc(-c2csc(N3N=C(c4ccccc4)/C(=C\c4ccc(N(C)C)cc4)C3=O)n2)cc1	3%	0%	-1%	-4%	0%	-3	-3%	?	nt	20%	-4%
NS(=O)(=O)c1ccc(CNC(=S)Nc2ccc(F)c(Cl)c2)cc1	?	?	0%	-3%	-7%	27	?	42%	-12%	2%	-14%
CC(Sc1ccccc1)C(=O)N1CCN(S(=O)(=O)c2ccccc2)CC1 (stereo not given)	0%	16%	-6%	-8%	15%	26	-5%	17%	-8%	-2%	0%

An unsorted share of the library; any-hit rate near 15%.
